# Screening results as filed in PubChem.
# Vif-A3G inh: inhibitors of Vif-APOBEC3G interaction; Q9HC16; HeLa A3G-eYFP + Vif (tagged APOBEC3G with the HIV-1 protein that degrades it), YFP fluorescence, overnight; Potency, µM (series often up to 46.1 µM), for inactives: at the highest dose activity, negative = active, most hits filed as inhibitors; 0.076% of 410,000 active;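 also: potency is read from the fitted curve at half-maximal effect; % is scaled to controls: 0 for no effect and ±100 for the full control effect; nearly all actives have a fitted effect of over 60% in size; hits raise eYFP signal because A3G escapes Vif-driven loss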
#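 Read-out is eYFP fluorescence (Ex 488/Em 500-530) from Vif-expressing HeLa A3G-eYFP cells; more signal means A3G escaped Vif-mediated degradation. Cells plated overnight, compound pinned in, incubated overnight at 37 deg C.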
# GRP78 ERSR act: inducers of ER stress response in human glioma cells. Potency, µM, without a hit: at the top dose activation, usual class: activators. AID 602332. 0.02% of 420,000 active. U87-MG GRP78 promoter luciferase reporter, 16 h; also: potency is read from the fitted curve at half-maximal effect; series mostly up to about 76 µM; % of control where 0% means no effect; nearly all actives have a fitted effect of over 35% in size
#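 Stably transfected U87-MG glioma cells carrying a GRP78-based luciferase sensor; 16 h compound incubation. Luminescence end-point read 10 min after Bright-Glo addition at room temperature.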
# LDHA inh: inhibitors of human lactate dehydrogenase A; AID 1347041; purified LDHA, NADH/diaphorase-resazurin fluorescence; hits give low values; activity change, % (values are at about 110 or 230 µM); P00338; 0.15% of 480,000 active; in the data active = activity change below about -30%; inconclusive = mostly about -25% to -30%;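 also: plate controls were DMSO wells for no effect and wells without enzyme for full effect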
#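 Human LDH5 at 2 nM final in Tris HCl pH 7.4 with 0.06 mM NADH and 0.2 mM pyruvate, reacted 5 minutes at room temperature. Remaining NADH coupled via diaphorase/resazurin; resorufin fluorescence read at 0 and 20 minutes, normalized to enzyme-free and DMSO wells.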
# TrxR1 substrate: substrates of rat thioredoxin reductase 1; O89049; Potency, µM (highest dose often 114 µM), for inactives: at the top dose activity change, negative = substrate turnover; 0.01% of 390,000 active; purified TrxR1 substrate turnover, NADPH consumption readout; AID 588456; also: potency is read from the fitted curve at half-maximal effect; % is scaled to controls: 0 for no effect and ±100 for the full control effect; nearly all actives have a fitted effect of over 50% in size
# Target sequence (O89049 whole entry, looked up): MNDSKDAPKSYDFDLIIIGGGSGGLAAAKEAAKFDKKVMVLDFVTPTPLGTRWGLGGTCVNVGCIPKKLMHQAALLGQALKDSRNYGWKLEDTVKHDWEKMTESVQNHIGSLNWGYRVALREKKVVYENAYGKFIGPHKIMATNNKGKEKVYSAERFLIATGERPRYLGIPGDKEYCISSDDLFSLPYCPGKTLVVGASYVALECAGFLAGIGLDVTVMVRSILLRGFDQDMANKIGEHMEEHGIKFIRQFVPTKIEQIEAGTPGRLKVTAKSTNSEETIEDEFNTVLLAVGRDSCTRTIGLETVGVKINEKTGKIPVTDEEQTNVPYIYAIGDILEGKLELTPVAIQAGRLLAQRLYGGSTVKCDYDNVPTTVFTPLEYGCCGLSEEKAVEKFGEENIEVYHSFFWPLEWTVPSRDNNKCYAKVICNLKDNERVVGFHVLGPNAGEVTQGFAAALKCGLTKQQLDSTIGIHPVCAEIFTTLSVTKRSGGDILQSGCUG
#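 Rat TrxR1, dispensed at 90 nM, was prereduced with 400 uM NADPH (final) for 5 min at ~22 deg C, then incubated with compound 15 min before 400 uM selenite. A first-read NADPH fluorescence drop versus no-compound background flagged substrates.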
# RXFP1 agonist: activates the human relaxin receptor RXFP1. Q9HBX9. HEK293T-RXFP1 cAMP TR-FRET, 30 min; response scale: percent of porcine relaxin response, buffer zero. Potency, µM (series often up to 57.5 µM), for inactives: at the top dose activation, hits mostly activators. 0.3% of 370,000 active; also: potency is read from the fitted curve at half-maximal effect; % is scaled to controls: 0 for no effect and ±100 for the full control effect; nearly all actives have a fitted effect of over 60% in size; many of its hits are not listed in these tables
#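 HEK293 cells stably expressing RXFP1, treated 30 min at 37C with compounds plus PDE4 inhibitor Ro 20174; cAMP measured by HTRF TR-FRET. Normalized to buffer and 29 nM porcine relaxin; EC50 by Hill fit.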
# USP1 inh: inhibitors of human USP1/UAF1 deubiquitinase. 0.23% of 390,000 active. Potency, µM (titrated, usually from 57.1 µM), for the others: at the top dose activity change, negative = inhibition, hits mostly inhibitors. O94782. recombinant USP1/UAF1, Ub-Rhodamine cleavage fluorescence; also: potency is read from the fitted curve at half-maximal effect; % is scaled to controls: 0 for no effect and ±100 for the full control effect; nearly all actives have a fitted effect of over 60% in size; inactives centre near -12
#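 High-throughput fluorogenic screen: 1nM USP1/UAF1 complex, Ub-Rho substrate 150nM final, 50mM HEPES pH 7.8 with 0.5mM EDTA, 0.1 mg/ml BSA, 1mM TCEP and 0.01% Tween-20.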
# mIDH1 inhibitor: blocks human mutant IDH1 R132H enzyme; O75874; IDH1-R132H enzyme, NADPH consumption, diaphorase/resazurin fluorescence; Potency, µM (doses to about 76.6 µM), inactives show at the highest dose activity change, negative = inhibition, actives largely listed as inhibitors; 0.093% of 390,000 active; also: potency is read from the fitted curve at half-maximal effect; % is scaled to controls: 0 for no effect and ±100 for the full control effect; nearly all actives have a fitted effect of over 65% in size
# Target sequence (O75874 whole entry R132H, stated change not applied): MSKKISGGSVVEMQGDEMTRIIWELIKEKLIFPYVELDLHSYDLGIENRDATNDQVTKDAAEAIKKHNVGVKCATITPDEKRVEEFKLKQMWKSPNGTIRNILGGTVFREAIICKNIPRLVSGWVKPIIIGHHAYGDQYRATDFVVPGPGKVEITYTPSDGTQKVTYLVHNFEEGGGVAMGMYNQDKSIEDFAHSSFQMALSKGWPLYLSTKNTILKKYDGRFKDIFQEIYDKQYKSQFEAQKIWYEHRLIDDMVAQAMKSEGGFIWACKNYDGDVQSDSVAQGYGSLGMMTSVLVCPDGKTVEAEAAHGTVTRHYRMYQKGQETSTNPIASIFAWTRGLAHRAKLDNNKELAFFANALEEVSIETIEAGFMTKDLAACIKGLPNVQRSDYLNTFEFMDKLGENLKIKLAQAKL
#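 IDH1-R132H (0.5 ug/mL) preincubated 30 min with compound, then NADPH (0.016 mM) and alpha-KG (2 mM) added; 80 min at RT, pH 7.5. Remaining NADPH coupled via diaphorase/resazurin to fluorescence (540/590 nm); concentration-response curves normalized to no-enzyme control.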
# Vif-A3F inh: Vif-A3F binding inhibition; HeLa A3F-eYFP + Vif (tagged APOBEC3F with the HIV-1 protein that degrades it), YFP fluorescence increase; Potency, µM (highest dose often 46.1 µM), for inactives: top-dose activity, negative = active; 0.2% of 390,000 active; AID 602313; also: potency is read from the fitted curve at half-maximal effect; % of control where 0% means no effect; nearly all actives have a fitted effect of over 65% in size
#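 HeLa cells stably expressing Vif plus C-terminally eYFP-tagged A3F were seeded, incubated overnight at 37 deg C, dosed with compound, incubated overnight again at 37 deg C. Yellow fluorescence (Ex 488/Em 500-530) reported blocked Vif-mediated A3F-eYFP degradation.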
# PI4K2A block: inhibitors of human PI4K2A; purified PI4K2A, ADP-Glo luminescence, 1 h; hits give low values; activity change, negative = inhibition, % at 76.9 µM; 0.13% of 420,000 active; AID 1346378; in the data active = activity change below about -50%; inconclusive = mostly about -30% to -49%;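 also: -100% = wells without enzyme as full effect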
#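 In this quantitative HTS, ADP production by PI4K2A was quantified luminescently after 1 h at ambient temperature; 100 microM adenosine served as plate-quality control.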
# An asterisk follows results filed as active; ? = inconclusive; · = not tested or not shown; & = joins results of further samples; [ ] = remark or other dose. Unless noted, calls follow the shape of the dose curve; as a rule, active = well fitted curve in the direction sought with a large enough effect; inconclusive = small, poorly fitted or top-dose-only effect, or another doubt; inactive = no such curve, though single readings can be large; an effect the other way counts as inactive or inconclusive. Some of the compounds tested. The share of hits here may be higher or lower than overall.
SMILES,Vif-A3G inh,GRP78 ERSR act,LDHA inh,TrxR1 substrate,RXFP1 agonist,USP1 inh,mIDH1 inhibitor,Vif-A3F inh,PI4K2A block
CN(C)C(CNC(=O)c1cccc(S(=O)(=O)N2CC3(C)CC2CC(C)(C)C3)c1)c1ccco1 (stereo not drawn),1.3%,-3.3%,-4.0,4.4%,0.1%,-11.4%,-0.4%,-10.6%,-0.6
COc1ccc(NS(=O)(=O)c2cc(NC(=O)c3cc(F)c(F)c(F)c3F)ccc2N2CCCC2)cc1,0.6%,-4.3%,-1.7,6.9%[57.1 µM],0.2%,-20.5%,1.5%,0.2%,-5.6
Cc1ccc(CNC(=O)C2CC3Cn4c(nc5cc6ccccc6cc54)C3N2C)o1 (stereo not drawn),-1.8%,-1.6%,1.3,0.1%,1.9%,-25.6%,-5.9%[38.3 µM],-2.0%,4.6
COC(=O)c1sccc1NC(=O)c1c(Cl)cnn1C,-7.1%,-1.6%,-2.1,-1.9%,10.7%,-29.2%,-3.8%,2.4%,0.9
CSCCC(NC(=O)c1ccccc1Cl)C(=O)Nc1ccncc1 (stereo not drawn),2.2%,-1.8%,-4.5,-3.4%[57.1 µM],1.2%,-25.3%,-0.6%,-5.0%,-5.6
Cc1cc(C(=O)N2CCCC(C)(C(=O)NS(=O)(=O)C3CC3)C2)n(C(C)(C)C)n1 (stereo not drawn),-0.4%,-2.5%,-1.5,·,·,·,·,·,4.7
O=C(CSc1nnc2ccccn12)NCc1cccs1,-4.3%,-0.3%,-1.7,7.0%,3.7%,-18.8%,7.9%,3.3%,-9.4
COc1ccc(CN2CCNC(=O)C2CC(=O)N(C)Cc2nccs2)cc1OC (stereo not drawn),-3.9%,-3.2%,0.1,4.3%,-1.3%,-27.5%,-4.1%,-0.6%,-16.7
Cc1ccc(CCNC(=O)NCc2noc3ccccc23)cc1,4.7%,4.9%,3.3,2.9%,1.8%,-10.3%,4.9%,0.2%,-5.1
CCc1c(C)n([O-])c2c([n+]1=O)CCCCC2,-1.6%,-3.4%,-3.5,6.4%[57.1 µM],-0.2%,-15.4%,2.6%,-1.6%,-7.7

# 4 entries picked at random from the list so far:
SMILES,Vif-A3G inh,GRP78 ERSR act,LDHA inh,TrxR1 substrate,RXFP1 agonist,USP1 inh,mIDH1 inhibitor,Vif-A3F inh,PI4K2A block
CSCCC(NC(=O)c1ccccc1Cl)C(=O)Nc1ccncc1 (stereo not drawn),2.2%,-1.8%,-4.5,-3.4%[57.1 µM],1.2%,-25.3%,-0.6%,-5.0%,-5.6
Cc1ccc(CCNC(=O)NCc2noc3ccccc23)cc1,4.7%,4.9%,3.3,2.9%,1.8%,-10.3%,4.9%,0.2%,-5.1
Cc1cc(C(=O)N2CCCC(C)(C(=O)NS(=O)(=O)C3CC3)C2)n(C(C)(C)C)n1 (stereo not drawn),-0.4%,-2.5%,-1.5,·,·,·,·,·,4.7
COc1ccc(NS(=O)(=O)c2cc(NC(=O)c3cc(F)c(F)c(F)c3F)ccc2N2CCCC2)cc1,0.6%,-4.3%,-1.7,6.9%[57.1 µM],0.2%,-20.5%,1.5%,0.2%,-5.6

# Following part:
SMILES,Vif-A3G inh,GRP78 ERSR act,LDHA inh,TrxR1 substrate,RXFP1 agonist,USP1 inh,mIDH1 inhibitor,Vif-A3F inh,PI4K2A block
O=C(N/N=C/c1ccc(C(F)(F)F)cc1)c1ccc(O)cc1,-0.1%,8.1%,-10.4,-19.4%,0.6%,-15.4%,-3.5%,-0.8%,0.4
O=C(NCC1CCCCC1)c1ccc2sc([C@H]3C[C@H](O)[C@@H](CO)O3)nc2c1,1.1%,-1.2%,-4.8,·,·,·,·,·,-2.1
CCN(CC)S(=O)(=O)c1ccc(F)c(C(=O)OC2CC(C)OC2=O)c1 (stereo not drawn),-1.3%,-0.9%,-2.4,1.7%,8.4%,1.3%,-13.0%,-0.5%,-2.6
COc1cc(C(=O)OCc2csc(CC(=O)Nc3cc(C)ccc3C)n2)ccc1OC(F)F,-17.3%,-1.9%,-0.5,-7.8%,·,-15.1%,-7.8%,10.9%,1.5
Cc1ccc(CN2CC(N3CCCC3)CS2(=O)=O)cc1 (stereo not drawn),-0.2%,-1.9%,-9.5,·,·,·,·,·,2.0
COc1cc(NC2c3ccccc3C(=O)N2Cc2ccccc2)cc(OC)c1OC (stereo not drawn),-10.5%,4.6%,3.4&2.3,1.2%,7.5%,-11.8%,11.6%,-1.5%,2.9
COc1ccc(NC(=O)COc2ccc(S(=O)(=O)NC3CCCCC3)cc2)cc1OC,6.0%,-2.6%,-1.4,-6.8%,0.9%,-20.7%,-21.3%,0.4%,-0.4
CCOC(=O)c1c(C)[nH]c(C)c1S(=O)(=O)N1CCC(C(=O)Nc2ccccc2CC)CC1,-6.4%,-0.9%,-7.1,3.0%[57.1 µM],-0.1%,-19.2%,-11.1%,0.8%,0.2
COc1ccc(CNC(=O)COC(=O)CC2CC3CCC2C3)cc1OC (stereo not drawn),1.1%,-2.1%,-3.6,0.3%,1.6%,-2.2%,0.0%,0.1%,-2.9
COc1ccc(N2CCN(CC(O)COc3ccc(C)c(C)c3)CC2)cc1 (stereo not drawn),2.9%&4.9%,-0.5%&-2.6%,2.7&13.2,-7.5%,1.6%&-0.1%,-25.0%&-17.0%,3.9%&21.7%,0.1%&4.7%,-5.7&-7.2
Cc1ccc(C)n1-c1cccc(NC(=O)c2ccccc2)c1,-6.2%,2.3%,-6.0,-10.3%,3.6%,-1.4%,5.6%,-6.8%,1.7
O=C(O)c1cc(N/N=C/c2cccnc2)ccc1Cl,1.1%,-2.0%,-8.3,-11.3%,-0.5%,-6.7%,-4.1%,-4.7%,1.9
O=C(CCCOc1ccccc1)Nc1ccc(S(=O)(=O)N2CCOCC2)cc1,2.1%,-2.5%,-2.8,7.6%,1.4%,-22.8%,2.4%,-8.3%,1.4
C[C@@H]1CN([C@@H](C)CO)C(=O)CCCn2nncc2CO[C@H]1CN(C)C(=O)Nc1ccccc1F,1.5%,-1.8%,-0.6,·,·,-16.5%,7.0%,0.9%,1.4
CC(=O)NCCC(=O)Nc1cc(S(=O)(=O)N2CCCCC2)ccc1Oc1ccccc1,-2.2%,-4.9%,-0.7,-0.4%,-4.0%,-2.9%,6.8%,0.7%,-3.6
Cc1ccc(C(=O)C2CCN(CC(=O)Nc3ccccc3C)CC2)cc1,-1.5%,-2.4%,-2.2,-2.6%[57.1 µM],-0.1%,-17.9%,-4.2%,?,0.6
COc1cccc(C(=O)Nc2cc(-c3ccccc3)no2)c1,-5.5%,-7.1%,-11.0,-8.2%,-0.1%,?,25.5%,2.3%,-1.9
CCc1nnc(SCC(=O)Nc2nccs2)n1CC,1.6%,-2.0%,-4.5,-6.8%,-2.1%,-2.1%,6.9%,-0.6%,3.7
CCOc1cc(C2c3c(oc4cc(C)c(Cl)cc4c3=O)C(=O)N2Cc2ccco2)ccc1O (stereo not drawn),-2.0%,-2.0%,1.6,5.3%,4.2%,-20.4%,7.2%,-1.5%,4.8
Cc1nnc(NC(=O)C2CSC3(C)CCC(=O)N23)s1 (stereo not drawn),0.4%,-5.0%,-2.6,2.0%,0.0%,-17.7%,1.1%,2.0%,-2.9
CCOC(=O)Cc1csc(NC(=O)c2cc3c(s2)CCCC3)n1,0.6%,-5.1%,-1.3,-11.5%,2.8%,-7.5%,5.2%,-2.8%,-2.7
NC(=O)Cc1nc(-c2ccc(Br)cc2)cs1,3.0%,3.2%,-3.8,-9.8%,-0.2%,-16.1%,-0.4%,-1.1%,-4.8
COc1ccccc1N1CCN(C(=O)C2CCN(S(=O)(=O)Cc3ccccc3)CC2)CC1,-4.3%,-4.1%,-4.3,102.7%[activator],18.7%,?,1.1%,1.3%,1.9
O=c1[nH]c(N2CCc3ccccc3C2)nc2c1CCC2,1.2%,-3.3%,0.0,-2.0%,-0.1%,-19.1%,0.0%,-1.6%,-0.1
Cc1ccc(C(=O)N2CCOCC2)cc1S(=O)(=O)N1CCCCC1,-1.8%,-4.2%,-3.5,-4.5%,3.1%,-14.4%,5.7%,0.2%,-3.4
CC(C)(C)C(=O)Nc1ccc(C(=O)N/N=C/c2ccccc2OC(=O)c2ccccc2)cc1,-12.9%,-5.6%,-2.2,-9.4%,1.2%,-0.6%,1.5%,·,4.4
CCCCN(C(=O)c1c(C)noc1C)c1c(N)n(CCC)c(=O)[nH]c1=O,6.0%,-3.8%,-13.2,-2.8%,-2.7%,-12.9%,-9.9%,-4.5%,-2.6
O=C(CSc1ncccn1)N1CCc2ccccc2C1,-0.2%,3.5%,-3.4,-2.9%,2.2%,2.0%,4.9%,0.0%,-4.0
CCOC(=O)CN(C(=O)CNC(=O)c1ccco1)C(C(=O)NC1CCCCC1)c1cccs1 (stereo not drawn),1.6%,-4.6%,1.7,-4.7%,-4.0%,-3.2%,2.0%,-10.1%,-0.9
Brc1ccc(OCCOCCN2CCOCC2)cc1,0.8%,1.6%,-7.0,12.7%,0.0%,-16.1%,4.0%,-0.1%,0.3
